Source: PubChem
PLAP inhibitors HTS = PLAP enzyme inhibitors, biochemical, luminescence, HTS (AID 690); purified PLAP, luminescent substrate; higher % means a stronger effect; inhibition, % at 20 µM, or IC50 in µM where a hit was titrated; 0.08% of 96,000 active; in the data active = a potency from the dose series; inactive = the rest, 99 in 100 with inhibition below about 30%; note: strong numbers were not always called active
IL1B NFkB inh = blocks IL-1B driven NFkB nuclear translocation in HUVEC cells. AID 796. inhibition, % at 2 µM. 0.43% of 94,000 active. HUVEC IL-1B NFkB p65 nuclear translocation imaging;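 active = inhibition above about 30% together with a positive call from visual inspection of the well image, limit read from the data; inconclusive = inhibition above a set limit but visual check negative; inactive = inhibition not above a set limit, visual check negative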;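 note: nuclear over cytoplasmic p65 intensity ratio measured by imaging; 0% = IL-1B stimulated DMSO wells and 100% = unstimulated DMSO wells; values of inactives mirror those of a sister screen read the other way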
NFkB transloc pot = enhances IL-1B driven NFkB nuclear translocation. 0.3% of 94,000 active. HUVEC IL-1B NFkB p65 nuclear translocation imaging. activation, % at 2 µM;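 active = activation above 40%, about the mean plus 3 SD, also judged a hit on visual image review; inconclusive = activation above 40% but not a hit on visual review; inactive = activation not above 40% and no visual hit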;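 note: percent activation is computed from the nuclear over cytoplasmic p65 intensity ratio; values of inactives mirror those of a sister screen read the other way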
MRP reversal = compounds reversing MRP-mediated drug resistance | H69AR cells + 2 uM doxorubicin, CellTiter-Glo, 72 h | differential viability (reversal), % at 10 µM | 0.04% of 85,000 active;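 active = viability drop by adding the cancer drug above about 55%, with treated viability meeting a 40% cutoff, limit read from the data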;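 note: viability without doxorubicin minus viability with 2 µM doxorubicin for each compound; larger differential means the compound sensitizes cells more to doxorubicin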
Bcl-B displacement = displacers of TR3 peptide from Bcl-B, primary screen, selectivity assay for Bfl-1 inhibitor project, biochemical, fluorescence polarization; 0.11% of 96,000 active; one-dose displacement, % at 20 µM; IC50 in µM for titrated hits; FP displacement of FITC-TR3 peptide from Bcl-B; higher % means a stronger effect; AID 748;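 active = displacement above 50% at 20 µM plus a fluorescence interference ratio under 1.5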;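 note: plate controls were wells without compound for no effect and wells lacking Bcl-B protein for full effect; a part of the inactive calls stands beside numbers as strong as those of hits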
MRP reversal cytotoxicity = further read-out of MRP reversal, marked with its call; viability, %; H69AR cells, CellTiter-Glo, 72 h; measured here: cytotoxicity without doxorubicin
MRP reversal with doxorubicin = second read-out of MRP reversal, no call of its own (marks repeat the call); viability, %; measured here: viability with 2 uM doxorubicin; active compounds read low
IL1B NFkB inh cell count 2 µM = further read-out of IL1B NFkB inh, marked with its call; cell count; measured here: cells passing quality filter;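 raw number of nuclei counted in each imaged well without normalization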
NFkB transloc pot cell count 2 µM = recorded beside NFkB transloc pot, whose call it bears; cell count; measured here: cells passing quality filter
* hit, by the source's call; u = inconclusive; x = no result given.

Values in the order: PLAP inhibitors HTS	IL1B NFkB inh	IL1B NFkB inh cell count 2 µM	NFkB transloc pot	NFkB transloc pot cell count 2 µM	MRP reversal	MRP reversal cytotoxicity	MRP reversal with doxorubicin	Bcl-B displacement
> COC(=O)/C=c1/sc2n(c1=O)CCN=2
    3%	x	x	x	x	12	91	79	2%
> Cc1ccccc1NC(=O)c1ccc(CN2CCc3ccccc3C2)cc1
    21%	1	135	-1	135	x	x	x	2%
> Fc1ccc(-c2cnc[nH]2)cc1
    10%	4	170	-4	170	1	93	92	-12%
> COc1cc2[nH]c(=S)n(C3CCCC3)c(=O)c2cc1OC
    -12%	x	x	x	x	-30	59	89	1%
> Cc1ccc(C)c(N2CCN(S(=O)(=O)c3c(C)noc3/C=C/N(C)C)CC2)c1
    -16%	2	108	-2	108	-16	60	77	-5%
> COCC(=O)n1cc(C(=O)OC)c2ccccc21
    x	-4	161	3	161	4	90	86	x
> COc1ccc(/C=C2\CCc3ccccc3C2=O)cc1Cn1nc(C)cc1C
    -57%	3	196	-3	196	-10	15	24	-2%
> CC1(C)C(=O)NCCN1C(=O)CSc1nccc(-c2ccc(Br)cc2)n1
    x	7	152	-7	152	x	x	x	x
> N#CCc1nc(CSc2nc3ccccc3s2)cs1
    -18%	0	147	0	147	-3	83	86	-9%
> CCCCCNC(=O)Cc1cc(=O)[nH]c(=O)[nH]1
    14%	-22	177	22	177	-3	97	101	-1%
> CC(C)C[C@H](NC(=O)OC(C)(C)C)c1nnc(SCc2cccc(F)c2)o1
    -16%	10	168	-10	168	18	96	78	6%
> COC(=O)c1sc2nc(-c3ccccc3)c3c(c2c1N)CCCC3
    7%	8	107	-8	107	x	x	x	-1%
> CCn1c(COc2ccc(=O)n(-c3ccccc3)n2)nnc1SCc1ccc(C)cc1
    -26%	-4	109	4	109	x	x	x	9%
> CC(=O)c1c(C)[nH]c(C(=O)N2CCc3ccccc32)c1C
    -14%	2	114	-2	114	-3	80	83	-3%
> COc1ccc(C2/C(=C(\O)c3ccc(OC)c(Cl)c3)C(=O)C(=O)N2CCN(C)C)cc1 (configuration not stated)
    -24%	-15	122	15	122	-6	89	95	-5%
> CCS(=O)(=O)/N=C(\N)c1ccccc1
    10%	-20	130	20	130	10	104	94	2%
> C=CCn1c(SCC(=O)Nc2ccc(C(=O)OCC)cc2)nnc1-c1cccs1
    13%	x	x	x	x	10	87	77	-10%
> C/C(N)=C(/C#N)C(=O)CSc1nnc(Nc2cccc(C)c2C)s1
    8%	-30	145	30	145	6	93	87	-2%
> CC1COC2C(O1)N(S(C)(=O)=O)CCN2S(C)(=O)=O (configuration not stated)
    -52%	-14	73	14	73	19	97	78	6%
> COc1ccc(N2CC(C(=O)Nc3cc(C)on3)CC2=O)cc1 (configuration not stated)
    -10%	-61	158	u	x	x	x	x	2%

(continued)
Values in the order: PLAP inhibitors HTS	IL1B NFkB inh	IL1B NFkB inh cell count 2 µM	NFkB transloc pot	NFkB transloc pot cell count 2 µM	MRP reversal	MRP reversal cytotoxicity	MRP reversal with doxorubicin	Bcl-B displacement
> O=C(Nc1ccc(S(=O)(=O)NC2CCCCC2)cc1)c1ccc(Br)o1
    -7%	-1	86	1	86	8	92	84	-4%
> Cc1ccccc1CS(=O)(=O)CCC(=O)NCCN1CCN(c2cccc(Cl)c2)CC1
    -47%	-31	159	31	159	x	x	x	6%
> Cc1ccc(C(=O)ONc2ccc(N=O)cc2)cc1
    16%	0	138	0	138	x	x	x	3%
> CCOc1ccc(-c2[nH]ncc2Oc2cccc(OC)c2)c(O)c1
    -160%	16	70	-16	70	-16	18	34	2%
> COC(=O)c1ccc(S(=O)(=O)N2CCCC2)o1
    26%	-4	155	5	155	-6	100	106	-7%
> Cc1nc(SCC(=O)Nc2ccc3c(c2)OCO3)c(C#N)c2c1CCCC2
    3%	x	x	x	x	-4	57	61	-6%
> O=C(COc1ncnc2c(Cl)cc(Cl)cc12)NCCC1=CCCCC1
    13%	2	168	-2	168	-2	93	95	-14%
> CC(=O)NCC12CC3CC(C1)CC(C(=O)O)(C3)C2
    -16%	-3	96	3	96	-18	87	105	20%
> Cn1c(=O)c2c(nc(NCc3ccco3)n2C/C=C/c2ccccc2)n(C)c1=O
    -3%	x	x	x	x	-1	71	72	15%
> COC(=O)c1cccnc1NC(=S)NNC(=O)c1ccncc1
    9%	-5	141	5	141	-10	104	114	3%
> CCN(C(=O)Cc1ccccc1OC)c1nnc(-c2ccncc2)s1
    -4%	10	126	-10	126	x	x	x	-4%
> CCN(CC)S(=O)(=O)c1ccc(NC(=O)c2ccc(CN3CCOCC3)cc2)cc1
    x	-2	110	2	110	-11	79	90	x
> O=C(Cn1cc2c(n1)CCCC2)N1CCCC1
    9%	-17	173	17	173	5	95	90	5%
> CC(NC(=O)c1ccc(Cl)s1)C1CCCO1 (configuration not stated)
    9%	4	179	-4	179	-7	93	100	-7%
> CC(NC(=O)CCSc1nc(-c2ccco2)cc(C(F)(F)F)n1)c1ccccc1 (configuration not stated)
    -12%	13	176	-13	176	4	91	87	-16%
> CCOC(=O)c1csc(NC(=O)C(C)(C)C)n1
    -1%	-1	190	1	190	5	91	86	-7%
> CCOC(=O)c1csc(NC(=O)c2ccc(S(=O)(=O)N3CCCC3)cc2)n1
    10%	-1	175	1	175	3	90	87	4%
> CCC(Sc1nc2sc(C(=O)OC)c(C)c2c(=O)n1N)C(=O)NCC1CCCO1 (configuration not stated)
    -37%	-6	142	6	142	-4	69	73	6%
> O=C(CSc1ncn[nH]1)Nc1ccc(Br)cc1F
    -30%	-2	161	2	161	-10	99	109	-12%
> Cc1ccc(-n2nnc3c(=O)n(Cc4ccccc4C)cnc32)cc1
    10%	11	47	-11	47	x	x	x	-3%

Carrying on.
Values in the order: PLAP inhibitors HTS	IL1B NFkB inh	IL1B NFkB inh cell count 2 µM	NFkB transloc pot	NFkB transloc pot cell count 2 µM	MRP reversal	MRP reversal cytotoxicity	MRP reversal with doxorubicin	Bcl-B displacement
> O=C(CCCN1C(=O)c2ccccc2C1=O)Nc1nccs1
    -8%	12	143	-12	143	-19	83	102	0%
> CC(NC(=O)Cn1cc(C(=O)C2CC2)c2ccccc21)c1ccccc1 (configuration not stated)
    6%	2	174	-1	174	-19	61	80	10%
> O=C(Cn1c(=O)oc2cc(S(=O)(=O)N3CCCC3)ccc21)Nc1ccc(C(F)(F)F)cc1
    -2%	-28	200	28	200	16	94	78	-15%
> Cc1nn(C(=O)Cn2ccc([N+](=O)[O-])n2)c(C)c1Br
    -5%	-2	115	2	115	x	x	x	6%
> O=C(Oc1ccc(-c2cnc3ccccc3n2)cc1)c1cc([N+](=O)[O-])ccc1Cl
    2%	0	114	0	114	x	x	x	-8%
> CS(=O)(=O)N(CC(=O)N1CCCCCC1)Cc1ccc(Cl)cc1
    -84%	-9	52	9	52	-1	95	96	-3%
> CCN(c1ccc(C)c(C)c1)S(=O)(=O)c1c(C)[nH]c(=O)[nH]c1=O
    -13%	-12	64	12	64	-2	89	91	-8%
> Cn1c(SCC(=O)N2c3ccccc3Sc3ccccc32)nnc1-c1ccco1
    -40%	-7	152	7	152	6	86	80	-2%
> CCOC(=O)N1CCN(C(=O)c2ccc(N(Cc3ccccc3)S(C)(=O)=O)cc2)CC1
    -86%	-2	115	2	115	7	100	93	-6%
> CNc1c(N)n(Cc2ccccc2)c(=O)[nH]c1=O
    -16%	8	163	-8	163	-14	100	114	49%
> C=CCOc1c(Br)cc(CNc2ccc(NC(=O)CCC)cc2)cc1OCC
    -42%	4	139	-4	139	x	x	x	-11%
> CC1=CC(C)C2C(=O)N(O)C(=O)C2C1 (configuration not stated)
    6%	12	66	-12	66	1	93	92	3%
> CCOC(=O)CSc1nc2c(cnn2-c2ccc(C)cc2)c(=O)[nH]1
    10%	-20	158	20	158	-4	100	104	-17%
> Cc1ccc(Cn2ncn3c(cc4ccccc43)c2=O)cc1
    15%	-7	148	7	148	x	x	x	-19%
> C=CCSc1nnc(-c2cc(Br)ccc2N)c(=O)[nH]1
    -7%	x	x	x	x	10	100	90	0%
> CCCn1c(=O)c2c(nc(Br)n2CCC)n(C)c1=O
    -9%	-3	132	3	132	6	78	72	-1%
> CCN(CC)C(=O)C1CCN(c2ncnc3c2cnn3-c2ccc(C)cc2C)CC1
    x	-35	153	x	x	11	41	30	13%
> COc1ccc(S(=O)(=O)N/N=C(/C)c2cccc(NC(=O)c3ccccc3Cl)c2)cc1
    -14%	-4	158	4	158	x	x	x	4%
> O=C1CCCC(O)=C1C=Nc1ccc2c(c1)oc1ccccc12
    4%	-19	139	19	139	-3	93	96	-2%
> CC(=O)c1c(N2CCN(Cc3ccc4c(c3)OCO4)CC2)nc(=S)n(-c2ccccc2)c1C
    -54%	16	155	-16	155	-9	84	92	-8%

Next section:
Values in the order: PLAP inhibitors HTS	IL1B NFkB inh	IL1B NFkB inh cell count 2 µM	NFkB transloc pot	NFkB transloc pot cell count 2 µM	MRP reversal	MRP reversal cytotoxicity	MRP reversal with doxorubicin	Bcl-B displacement
> COCCCNC(=O)CN(c1cc(Cl)cc(Cl)c1)S(C)(=O)=O
    x	-11	95	11	95	-15	85	100	x
> O=C(CCN1C(=O)c2ccccc2S1(=O)=O)Nc1nc2c(s1)CCCC2
    -2%	-5	186	5	186	30	88	58	-10%
> COc1ccc(NC(=O)CC2C(=O)N(c3cccc(OC)c3)C(=O)N2C2CCCCC2)cc1 (configuration not stated)
    -19%	-8	175	8	175	-1	96	97	0%
> COc1ccc(CN(CC(=O)NCC2CCCO2)C(=O)CCC(=O)Nc2cc(C)ccn2)cc1 (configuration not stated)
    -69%	3	176	-3	176	18	101	84	-7%
> Cc1cccc(-n2c(SCC(=O)Nc3nnc(C)s3)nnc2-c2ccoc2C)c1
    -36%	-29	153	29	153	-6	74	80	-3%
> COCCOC(=O)c1c(C)oc2ccc(OC(=O)c3ccc4c(c3)OCO4)cc12
    -45%	-14	82	14	82	x	x	x	-6%
> O=c1c(-c2ccc(Br)cc2)coc2c(CN3CCOCC3)c(O)ccc12
    -6%	6	131	-6	131	7	87	80	-7%
> CCN1CCCC1CNC(=O)c1ccc(CS(=O)(=O)c2ccccc2C)o1 (configuration not stated)
    -80%	x	x	x	x	-2	92	94	2%
> c1cncc(-c2nnc(SCc3cccc4ccccc34)o2)c1
    -34%	0	178	0	178	6	90	84	25%
> FC(F)C(F)(F)C(F)(F)C(F)(F)c1cc(-c2ccccc2)n[nH]1
    53%	x	x	x	x	-31	30	61	-3%
> c1ccc(NCc2cccnc2)cc1
    15%	8	156	-8	156	6	108	102	0%

An excerpt (hit frequency here may not be typical).
